E-sel TNF inh: E-selectin induction blockers in HUVEC – imaging, immunofluorescence, high content, primary screen; 120,000 tested, 0.71% active; HUVEC TNFa-induced E-selectin immunofluorescence; AID 1246, 2008; inhibition, % at 2 µM;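 active = inhibition above the batch mean plus 3 SD, and confirmed as a hit on visual image review, cut at about 43% in these data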;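 note: 0% = TNF-stimulated DMSO wells and 100% = unstimulated control wells; not every result past the cut was called active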
The depositor's hits bear a star. An excerpt; the hit share may differ from the screen's.

E-sel TNF inh,Molecule
-7,CCN(CC)S(=O)(=O)c1ccc(O)c(C(=O)OCC(=O)Nc2ccc(OC(F)(F)F)cc2)c1
-6,COc1ccc(N2C(=O)CC(N(CCc3ccccc3)C(=O)/C=C/C(=O)O)C2=O)cc1 (configuration not stated)
-16,O=C(Cc1ccccc1)N1CCN(S(=O)(=O)c2ccc([N+](=O)[O-])cc2)CC1
3,Cn1cccc1C(C#N)(CC#N)c1cccc(F)c1C#N (configuration not stated)
-33,COc1ccc(C2CC2/C(C)=N/OC(=O)C2CC2)cc1 (configuration not stated)
-10,COc1ccc(CCNC(=O)C(=O)N/N=C/c2cccs2)cc1OC
14,O=C(Nc1ccc([N+](=O)[O-])cc1)c1ccccc1F
2,CCC(C)NC(=O)/C=C/c1ccc(S(=O)(=O)NCc2ccco2)cc1 (configuration not stated)

E-sel TNF inh,Molecule
-114,Cc1nn(CCc2nn[nH]n2)c2nc(-c3ccccc3)cc(C(F)(F)F)c12
-58,Cc1cccc(NS(=O)(=O)c2ccc3[nH]c(=O)cc(C(=O)OC(C)C(=O)Nc4ccc([N+](=O)[O-])cc4)c3c2)c1 (configuration not stated)
-9,Cc1cc(C)cc(-c2nnc(SCc3ccc(C(=O)O)cc3)o2)c1
-16,Cc1ccc(-c2nn3cnnc3c3ccccc23)cc1
0,O=C(Nc1ccc(F)c(F)c1)c1oc2ccccc2c1NC(=O)C1CCCO1 (configuration not stated)
24,CCOC(=O)C1(Cc2ccc(OC)cc2)CCN(C(=O)C2=CCCC2)CC1
-66,COCCNC(=S)N(CCc1c(C)[nH]c2ccc(C)cc12)Cc1ccco1
-15,CCN(CC)CCCNC(=O)CCC(=O)NNc1nc2ccccc2c2nc(C)nn12

E-sel TNF inh,Molecule
-26,C=CCNC(=S)Nc1ccc(Cl)cc1F
-2,CC(O)CNc1nc2ccccc2n1CC(=O)NC12CC3CC(CC(C3)C1)C2 (configuration not stated)
5,CCOc1ccc(S(=O)(=O)N2CCOCC2)cc1[N+](=O)[O-]
-26,CC(C)(C)C(=O)Nc1cccc2[nH]ncc12
2,Cc1cc(CNC(=O)c2cccc([N+](=O)[O-])c2C)c2ccccc2n1
14,O=C(Nc1ncc2c(n1)-c1ccccc1OC2)c1ccc(F)cc1
-4,CCn1cc(C(=O)N(CCC(C)C)c2c(N)n(Cc3ccccc3)c(=O)[nH]c2=O)c(=O)c2ccc(C)nc21
13,O=C(COC(=O)CCSc1ccccc1)NCc1ccc(F)cc1

E-sel TNF inh,Molecule
3,CCOC(=O)C1C2C=CC3(CN(Cc4ccccc4)C(=O)C13)O2 (configuration not stated)
-23,O=C(Cc1nnc(NC(=O)Nc2ccc(F)cc2)s1)Nc1ccccc1
-13,C=CCn1c(-c2ccc(F)cc2)n[nH]c1=S
3,COc1ccc(-n2c(=O)c3c4c(sc3n(CC(=O)NCC3CCCO3)c2=O)CCCC4)c(OC)c1 (configuration not stated)
-27,CCOc1ccccc1C(=O)NCC(=O)O
-3,Cc1ccc(NC(=S)N2CCN(Cc3ccccc3)CC2)cc1
-41,O=C1CNC(=O)/C(=C/c2cccs2)N1
-2,Cc1cc(C)n2nc(C(=O)OCC(=O)c3cc(C)n(CC4CCCO4)c3C)nc2n1 (configuration not stated)

E-sel TNF inh,Molecule
14,O=C(O)c1cccc(NS(=O)(=O)c2ccc(-c3ccc(S(=O)(=O)Nc4cccc(C(=O)O)c4)cc3)cc2)c1
-10,CC(C)(C)NC(=O)C(c1ccc(O)cc1)N(C(=O)CCC(=O)Nc1nccs1)c1ccc(F)cc1 (configuration not stated)
30,Cc1ccc(-n2c(CNC(=O)c3cccs3)nnc2SCC(=O)NO)cc1
-13,COc1ccc(NC(=O)C(Cl)=C(Cl)Cl)cn1
-16,CCCCC(CC(O)COCC(C)C)C(=O)NN (configuration not stated)
2,Cc1ccsc1C1C(C#N)=C(N)N(N(C)C)C2=C1C(=O)CC(C)(C)C2 (configuration not stated)
25,COc1cc(/C=C2/C(=N)N3OC(C)=CC3=NC2=O)ccc1OC(=O)c1ccco1
4,Cc1ccc(OCC(=O)NNC(=O)Cn2nnc(-c3ccccc3)n2)cc1

E-sel TNF inh,Molecule
-37,COc1ccc(-n2cnc3sc4c(c3c2=O)CCCC4)cc1
-22,Cc1ccccc1CN1CCSc2sccc2C1=O
-14,N#Cc1ccc(N2CCOCC2)c([N+](=O)[O-])c1
21,O=C(CCC(=O)Nc1ccc(F)cc1)N/N=C/c1cc([N+](=O)[O-])ccc1O
-10,COc1cc(SC)ccc1C(=O)Nc1c(Cl)cncc1Cl
-7,Cc1[nH]c2ccccc2c1C(O)c1ccncc1 (configuration not stated)
-3,Cn1nc(N)nc1N1CCN(c2ccc(F)cc2)CC1
-9,CC1(C)CC(NC(=O)c2ccccc2C(=O)NC2CC(C)(C)NC(C)(C)C2)CC(C)(C)N1

Shown as a markdown table: entries from further up.
| SMILES | E-sel TNF inh |
| --- | --- |
| CC1(C)CC(NC(=O)c2ccccc2C(=O)NC2CC(C)(C)NC(C)(C)C2)CC(C)(C)N1 | -9 |
| COc1cc(SC)ccc1C(=O)Nc1c(Cl)cncc1Cl | -10 |
| Cc1ccccc1CN1CCSc2sccc2C1=O | -22 |

The results go on:
E-sel TNF inh,Molecule
-1,FC(F)Oc1ccc(NC(=S)N2CCN(Cc3ccccc3)CC2)cc1
-17,Cc1ccc(SCc2cc(=O)[nH]c(SCC(=O)Nc3cc(Cl)ccc3Cl)n2)cc1
31,COc1cccc(NC(=S)N(CCCN2CCOCC2)C(C)c2cc3cccc(OC)c3o2)c1 (configuration not stated)
-6,COc1ccc(-c2nnc(SCc3c(C)noc3C)o2)cc1
5,O=C(CN(Cc1ccco1)C(=O)c1nsc(Cl)c1Cl)NC1CCCCC1
7,Cc1ccc(C(C(=O)NC(C)(C)C)N(Cc2cccnc2)C(=O)C(=O)NC2CCCCC2)o1 (configuration not stated)
12,Cc1ccc(OCC(=O)N2CCCC(CCC(=O)N(C)CCc3ccccn3)C2)cc1 (configuration not stated)
25,CC(Sc1cccc[n+]1[O-])C(=O)Nc1ccc([N+](=O)[O-])cc1Cl (configuration not stated)

E-sel TNF inh,Molecule
-26,CC(C)=CCN1CCN(Cc2ccc(C#CC(C)(C)O)s2)CC1CCO (configuration not stated)
-1,Cc1cc(C(=O)NNC(=O)CCN2CCN(c3ccccc3)CC2)c2ccccc2n1
-3,O=C(Cc1ccccc1)O/N=C1\CCCc2ccccc21
12,CNS(=O)(=O)c1cc(OC)c(OC)cc1CC(=O)OC
-19,CC1CCCCC1NCC(=O)NCc1ccc(F)cc1 (configuration not stated)
-57,O=C(COC(=O)c1ccc(S(=O)(=O)N2CCc3ccccc3C2)cc1)NC1CCS(=O)(=O)C1 (configuration not stated)
-16,CCC(C)Sc1nc2c(c(=O)[nH]1)C(c1cccs1)C1=C(CCCC1=O)N2 (configuration not stated)
12,CCOc1ccc(-c2cc(C(=O)OC)[nH]n2)cc1

E-sel TNF inh,Molecule
1,O=C(O)CCC(=O)N1N=C(c2c(-c3ccccc3)c3cc(Cl)ccc3[nH]c2=O)CC1c1ccccc1 (configuration not stated)
-1,O=C(Cn1nnc(-c2ccccc2NC(=O)c2ccccc2F)n1)NC1CCCC1
10,CCC(O)(CC)C(=O)N=Nc1c(O)[nH]c2ccccc12
34,CCOC(=O)Cc1csc(NC(=O)c2ccc(S(=O)(=O)N3CCOCC3)cc2)n1
0,Cc1cc(C)nc(SCc2ccc(C(=O)N/N=C/c3ccccc3C(=O)O)cc2)n1
-47,CC(=O)c1ccc(NC(=O)C(C)N2CCN(C/C=C/c3ccccc3)CC2)cc1 (configuration not stated)
-16,CCOC(=O)c1sc2nc(CN3CCCCC3)nc(Cl)c2c1C
-33,COC(=O)c1ccc2nc(NC(=O)C(C)(C)C)sc2c1

E-sel TNF inh,Molecule
-27,CC(=O)Oc1ccc(C(=O)Nc2cccc(C(=O)NC(C)(C)C)c2)cc1
-8,COCC1CCN(c2nc3nonc3nc2N2CCSCC2)C1 (configuration not stated)
-24,CCCS(=O)(=O)N1CCN(Cc2ccccc2[N+](=O)[O-])CC1
-6,COC(=O)c1cn(NC(=O)c2ccccc2[N+](=O)[O-])c(=O)c2ccccc12
-18,CC(=O)Nc1cccc(NC(=S)Nc2ccc(F)cc2F)c1
-18,CCOC(=O)C1CCCN(c2c(C(=O)c3ccccc3)cnc3ccccc23)C1 (configuration not stated)
-7,COc1ccc(/C(C)=N\NC(=O)c2ccc3c(c2)OCO3)cc1OC
-3,CN(C)c1nnnn1-c1ccc(Oc2ccccc2)cc1

Look-ups from the list.
Reading of CC(=O)Nc1cccc(NC(=S)Nc2ccc(F)cc2F)c1 under E-sel TNF inh: -18
Reading of CCOC(=O)C1CCCN(c2c(C(=O)c3ccccc3)cnc3ccccc23)C1 (configuration not stated) under E-sel TNF inh: -18

Given as comma-separated lines: entries from further up.
SMILES,E-sel TNF inh
CN(C)c1nnnn1-c1ccc(Oc2ccccc2)cc1,-3
COc1ccc(/C(C)=N\NC(=O)c2ccc3c(c2)OCO3)cc1OC,-7
COC(=O)c1cn(NC(=O)c2ccccc2[N+](=O)[O-])c(=O)c2ccccc12,-6
COCC1CCN(c2nc3nonc3nc2N2CCSCC2)C1 (configuration not stated),-8
CCOC(=O)C1CCCN(c2c(C(=O)c3ccccc3)cnc3ccccc23)C1 (configuration not stated),-18
CC(=O)Nc1cccc(NC(=S)Nc2ccc(F)cc2F)c1,-18
CCCS(=O)(=O)N1CCN(Cc2ccccc2[N+](=O)[O-])CC1,-24

Next section.
E-sel TNF inh,Molecule
-9,O=C(NCCc1ccccc1)c1ccccc1F
-21,CCOC(=O)CSc1ccc2ccccc2n1
-65,O=C(Cc1c[nH]c2ccccc12)Nc1ccc(N2CCOCC2)cc1
-48,C=CCn1c(SCC(=O)c2c(N)n(C)c(=O)n(C)c2=O)nnc1-c1ccccc1F
-17,COCCn1c(C)cc(C(=O)Cn2nc(C(=O)O)c3ccccc3c2=O)c1C
-5,OC1(c2ccccc2Cl)NN=C2CCCCCN21 (configuration not stated)
9,CSc1ccc(CN(C)C(C)C(=O)Nc2ccc(F)c(F)c2F)cc1 (configuration not stated)
-14,C(=N\N(Cc1ccccc1)c1ccccc1)/c1ccco1

E-sel TNF inh,Molecule
-38,COCCCNC(=O)Cn1c(=O)n(CC(=O)NCCc2ccc(OC)c(OC)c2)c(=O)c2sccc21
-11,CS(=O)(=O)N1CCN(CCN2C(=O)c3cccc4cccc(c34)C2=O)CC1
14,COc1cc(NC(=O)c2ccccc2Cl)c(OC)cc1NC(=O)CN1CCCCC1
-2,Nn1cc(-c2ccccc2)nc1SCC(=O)NCC1CCCO1 (configuration not stated)
9,CCS(=O)(=O)c1ccc2oc(SCC(=O)Nc3ccc(OC)c(OC)c3)nc2c1
15,Cc1cc(C)c(C)c(S(=O)(=O)NC(C(=O)O)C(C)C)c1C (configuration not stated)
-4,COc1ccc(N2CCN(C(=O)CSc3nnc(-c4ccco4)n3C)CC2)cc1
-18,O=S(=O)(c1ccc(N2CCN(S(=O)(=O)c3ccccc3)CC2)nc1)N1CCCC1

E-sel TNF inh,Molecule
2,Cc1cc(C)n(-c2nnc(N3CCN(c4ccccc4)CC3)nn2)n1
-45,CCOC(=O)c1ccc(N=c2scc(C)n2CC)cc1
-11,COc1ccc(Cn2cnc3c(N)c(C)c(C)cc32)cc1
43,O=C(Oc1c(-c2ccco2)oc2ccccc2c1=O)c1cccnc1
0,CC(C)CC(NC(N)=O)C(=O)Nc1cccc([N+](=O)[O-])c1 (configuration not stated)
-5,Cc1ccn2c(Nc3ccccc3C)c(-c3ccccn3)nc2c1
47,CC(C(=O)Nc1ccccc1C(=O)N1CCOCC1)N(c1ccc(Cl)cc1)S(C)(=O)=O (configuration not stated)
23,Cc1ccc2nc3c(c(C(=O)OCC(=O)NC4CCS(=O)(=O)C4)c2c1)CCCC3 (configuration not stated)

Reformatted as a markdown table: five of the compounds above
| smiles | E-sel TNF inh |
| --- | --- |
| CCOC(=O)c1ccc(N=c2scc(C)n2CC)cc1 | -45 |
| COc1ccc(Cn2cnc3c(N)c(C)c(C)cc32)cc1 | -11 |
| O=C(Oc1c(-c2ccco2)oc2ccccc2c1=O)c1cccnc1 | 43 |
| CC(C)CC(NC(N)=O)C(=O)Nc1cccc([N+](=O)[O-])c1 (configuration not stated) | 0 |
| Cc1ccn2c(Nc3ccccc3C)c(-c3ccccn3)nc2c1 | -5 |

Other compounds follow.
E-sel TNF inh,Molecule
10,O=C(CSc1ncn[nH]1)CSc1ncn[nH]1
-17,CC(C)(C)NC(=O)CN(Cc1ccc2c(c1)OCO2)C(=O)CNC(=O)c1cccs1
3,COc1ccc(NC(=O)CSc2nc3ccsc3c(=O)n2Cc2ccccn2)c(OC)c1
7,O=C(NCc1ccncc1)Nc1ccccc1F
-3,O=C1c2ccccc2-c2n[nH]c(=O)c3ccc(N4CCCCC4)c1c23
-25,Cc1ccc(C(=O)N/N=C/c2ccc(N3CCOCC3)cc2)c(C)c1
-6,Cc1ccc(NC(=S)Nc2cccc3cnccc23)cc1C
-20,Nc1cc(=O)[nH]c(SCCOc2ccccc2)n1

E-sel TNF inh,Molecule
-2,O=S(=O)(c1ccc(Cl)cc1)N(CCCN1CCOCC1)Cc1cccs1
-39,CCc1cc2cc(C)c(C)cc2nc1SCC(=O)Nc1cc(C)on1
6,c1ccc(CNc2ncnc3sc4c(c23)CCCC4)nc1
9,CCOc1ccc(NC(=O)Nc2cccc(C(=O)O)c2)cc1
-12,CC(=O)c1ccc(N=Nc2ccc(C)cc2)cc1
-20,Cc1cc(C)c2c(=O)[nH]c(SCc3ccc([N+](=O)[O-])cc3)nc2n1
30,Cc1ccc(C)c(NC(=O)c2cnc3n(c2=O)CCS3)c1
-1,Cc1cc2ccccc2n2c(SCC(=O)N3CCOCC3)nnc12
44,c1ccc(CSc2nnc3ccc(-c4cccs4)nn23)nc1
9,O=C(CCNS(=O)(=O)c1cccc2nonc12)NC1CCCCC1
13,C/C(=N\NC(=O)COc1ccc(C(C)(C)C)cc1)c1ccccc1

Screening data from PubChem.
